ATXN2 expr inh = inhibitors of ATXN2 expression; hit rate 0.72% among 360,000; Potency, µM (titrated, usually from 57 µM), without a hit: at the top dose activity change, negative = inhibition, actives largely listed as inhibitors; HEK-293 ATXN2-luciferase reporter, luminescence, 24 h; note: % is set by controls: 0 for no effect and ±100 for the full control effect; nearly all actives have a fitted effect of over 55% in size
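qHTS (up to 57 uM final) was run with 24 h compound exposure of reporter cells at 37 °C. Each well was multiplexed: SteadyGlo luminescence measured ATXN2-luciferase expression after a fluorogenic Gly-Phe-AFC viability readout (25 uM final).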
TGFb inhibitor = blocks TGF-b signaling. hit rate 1.2% among 410,000. AID 588855. HepG2 CAGA-GFP TGF-b/SMAD3 reporter, GFP fluorescence, 18 h; TGF-beta stimulated, 500 pg/mL final. Potency, µM (highest dose often 46.1 µM), for the others: top-dose activity, negative = inhibition, usual class: inhibitors; note: % is set by controls: 0 for no effect and ±100 for the full control effect; nearly all actives have a fitted effect of over 65% in size
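Inhibition of TGF-beta-driven CAGA-GFP reporter expression in HEPG2 cells is measured by cellular GFP fluorescence after 18 h stimulation with 500 pg/mL recombinant TGF-beta in 1% FBS medium at 37 degrees C.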
Nrf2 ARE act = Nrf2 pathway activation | Potency, µM (top dose mostly 46.1 µM), inactives show at the top dose activation, usual class: activators | hit rate 0.31% among 410,000 | AREc32 ARE-luciferase reporter (MCF7-derived line), luminescence, 24 h; note: % of control where 0% means no effect; nearly all actives have a fitted effect of over 65% in size
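Cells of the AREc32 ARE-luciferase line are plated in OPTI-MEM containing 5% FBS and left overnight at 37 deg C. Compounds are pinned in, incubation continues 24 hr, and firefly luciferase signal is then measured.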
HepG2 viability = HepG2 cytotoxicity, counter-screen for TGF-b inhibitors; Potency, µM (highest dose often 46.1 µM), inactives show at the top dose activity change, negative = cytotoxicity, actives largely listed as cytotoxic; hit rate 0.76% among 410,000; HepG2 CAGA-GFP viability, ATP luminescence, 18 h; note: some results filed as inactive show a strong effect at the top dose
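HepG2 CAGA-GFP cells (1000/well, DMEM with 1% FBS) received compound, then TGF-beta at 500 pg/mL final, and were incubated 18 hours at 37 degrees C. Viability was read by CellTiter-Glo luminescence. Media-only wells were set as complete cell-killing and DMSO as no toxicity.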
MCF10A rerep = induces DNA re-replication in MCF 10a normal breast cells | AID 624296 | hit rate 2.9% among 350,000 | Potency, µM (top dose mostly 46.1 µM), for the others: at the highest dose activity, positive = re-replication, most hits filed as activators | MCF 10A DNA re-replication, Hoechst nuclear intensity, 48 h; note: % of control where 0% means no effect; nearly all actives have a fitted effect of over 50% in size
ATXN viability = viability counter-screen for ATXN expression inhibitors | hit rate 0.49% among 400,000 | S2 cells (HEK-293 line with an ATXN2-luciferase reporter) viability, CellTiter-Fluor protease fluorescence, 24 h | AID 651635 | Potency, µM (highest dose often 56.7 µM), actives largely listed as cytotoxic; note: nearly all actives have a fitted effect of over 40% in size
Nrf2 block = blocks Nrf2 signaling. A549 ARE-Fluc reporter, luciferase luminescence, 18-24 h. Potency, µM (highest dose often 46 µM), for the others: at the highest dose activity change, negative = inhibition, usual class: inhibitors. hit rate 2.1% among 360,000. AID 504444; note: % is set by controls: 0 for no effect and ±100 for the full control effect; nearly all actives have a fitted effect of over 60% in size
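Reporter: ARE-Fluc in A549. Exposure: 18-24 h, 37 °C, 5% CO2, 5% FBS OPTI-MEM. Readouts: fluorescent cytotoxicity (CellTiter-Fluor), then luminescent Nrf2 signal after BugLite.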
A549 tox = kills or reduces viability of A549 cells in Nrf2 counter-screen; hit rate 0.16% among 390,000; AID 504648; Potency, µM (top dose mostly 46 µM), for inactives: top-dose activity change, negative = cytotoxicity, most hits filed as inhibitors; A549 ARE-Fluc cells, CellTiter-Fluor viability, 18-24 h; note: % is set by controls: 0 for no effect and ±100 for the full control effect
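Cytotoxicity counterscreen: CellTiter-Fluor fluorescence was measured in A549 ARE_Fluc cells after 18-24 h of compound exposure in a concentration series. The subsequent BugLite luminescent read reports ARE-luciferase activity.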
EPAC2 antag = blocks human EPAC2 exchange factor; Q8WZA2; EPAC2 GEF exchange of Rap1B-BODIPY-GDP, fluorescence; Potency, µM (titrated, usually from 114 µM), for inactives: at the highest dose activity, negative = inhibition, actives largely listed as inhibitors; hit rate 0.18% among 360,000; note: % is set by controls: 0 for no effect and ±100 for the full control effect; nearly all actives have a fitted effect of over 45% in size; many of its hits are not listed in these tables
Target sequence (Q8WZA2 whole entry, looked up): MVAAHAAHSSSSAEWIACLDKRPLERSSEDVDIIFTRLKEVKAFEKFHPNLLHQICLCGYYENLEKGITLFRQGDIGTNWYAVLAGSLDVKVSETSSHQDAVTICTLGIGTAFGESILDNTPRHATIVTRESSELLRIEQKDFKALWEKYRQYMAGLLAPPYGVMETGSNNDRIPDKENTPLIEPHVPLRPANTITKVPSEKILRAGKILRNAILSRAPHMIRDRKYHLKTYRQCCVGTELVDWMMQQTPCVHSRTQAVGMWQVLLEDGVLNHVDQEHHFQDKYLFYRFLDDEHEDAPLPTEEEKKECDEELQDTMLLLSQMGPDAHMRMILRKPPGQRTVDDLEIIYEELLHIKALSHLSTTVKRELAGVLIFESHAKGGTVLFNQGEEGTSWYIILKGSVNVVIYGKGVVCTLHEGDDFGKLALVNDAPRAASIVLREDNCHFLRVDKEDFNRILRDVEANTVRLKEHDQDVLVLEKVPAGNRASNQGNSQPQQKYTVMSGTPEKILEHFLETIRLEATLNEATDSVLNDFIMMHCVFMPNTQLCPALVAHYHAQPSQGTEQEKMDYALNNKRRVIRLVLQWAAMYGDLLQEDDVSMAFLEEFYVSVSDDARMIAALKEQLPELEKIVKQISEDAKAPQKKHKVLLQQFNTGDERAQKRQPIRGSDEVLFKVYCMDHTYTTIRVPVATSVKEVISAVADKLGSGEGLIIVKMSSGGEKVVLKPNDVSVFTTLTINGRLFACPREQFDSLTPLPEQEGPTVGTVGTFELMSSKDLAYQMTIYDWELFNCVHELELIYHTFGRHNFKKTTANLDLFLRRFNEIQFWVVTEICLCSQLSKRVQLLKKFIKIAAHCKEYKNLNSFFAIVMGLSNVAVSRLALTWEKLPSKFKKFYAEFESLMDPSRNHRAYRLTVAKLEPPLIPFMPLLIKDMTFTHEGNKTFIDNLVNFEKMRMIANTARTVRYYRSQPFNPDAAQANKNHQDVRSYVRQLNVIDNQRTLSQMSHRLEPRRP
An asterisk follows results filed as active; [ ] = another dose, or the depositor's remark. Calls come from the whole dose curve; as a rule, active = well fitted curve in the direction sought with a large enough effect; inconclusive = small, poorly fitted or top-dose-only effect, or another doubt; inactive = no such curve, though single readings can be large; an effect the other way counts as inactive or inconclusive. Potency is the fitted concentration of half-maximal effect.

What do the screens show for `O=c1onc(-c2ccc(Cl)cc2)n1Cc1ccc(F)cc1`?
ATXN2 expr inh: 3%; TGFb inhibitor: -20%; Nrf2 ARE act: 0.3%; HepG2 viability: -1%; MCF10A rerep: 16%; ATXN viability: inconclusive; Nrf2 block: 2%; A549 tox: -3%; EPAC2 antag: -2%

What do the screens show for `O=C(/C=C/c1cccc([N+](=O)[O-])c1)N1CCN(Cc2ccc3c(c2)OCO3)CC1`?
ATXN2 expr inh: 0%; TGFb inhibitor: 17%; Nrf2 ARE act: -0.9%; HepG2 viability: 1%; MCF10A rerep: 10%; ATXN viability: inactive; Nrf2 block: -11%; A549 tox: 12%; EPAC2 antag: -2%

Results for Cc1ccc(NC(=O)CSc2nc3nc(C)c(Cc4ccccc4)c(C)n3n2)cc1 ?
TGFb inhibitor: 0%; Nrf2 ARE act: -0.4%; HepG2 viability: 0%; A549 tox: -2%

Results for O=C(COc1ccc(Cl)cc1Br)N1CCN(c2ccccc2)CC1 ?
ATXN2 expr inh: -11%; TGFb inhibitor: -1%; Nrf2 ARE act: -0.5%; HepG2 viability: 7%; MCF10A rerep: -4%; ATXN viability: inactive; Nrf2 block: inconclusive; A549 tox: -12%; EPAC2 antag: 2%[57.1 µM]

What do the screens show for `CC(NS(=O)(=O)c1ccc2[nH]c(=O)c(=O)[nH]c2c1)C(=O)O` (stereo not drawn)?
ATXN2 expr inh: 2%; TGFb inhibitor: 0%; Nrf2 ARE act: -0.3%; HepG2 viability: 2%; MCF10A rerep: 0%; ATXN viability: inactive; Nrf2 block: 2%; A549 tox: 0%; EPAC2 antag: 7%

How did CC1CN=C(N(C(=S)Nc2ccccc2)c2cccc(C(F)(F)F)c2)S1 (stereo not drawn) do in these assays?
ATXN2 expr inh: -3%; TGFb inhibitor: 18%; Nrf2 ARE act: 4.9%; HepG2 viability: 21%; MCF10A rerep: inconclusive; ATXN viability: inactive; Nrf2 block: -3%; A549 tox: 2%; EPAC2 antag: -2%

How did O=C(CSc1nnc(SCc2ccc(F)cc2)s1)Nc1ccc(C(=O)O)cc1 do in these assays?
ATXN2 expr inh: -27%; TGFb inhibitor: -19%; Nrf2 ARE act: -1.0%; HepG2 viability: -15%; MCF10A rerep: -5%; ATXN viability: inactive; Nrf2 block: -16%; A549 tox: 2%; EPAC2 antag: -5%

How did Cc1ccc(C(=O)NNC2CC(=O)N(c3ccc4c(c3)OCCO4)C2=O)cc1 (stereo not drawn) do in these assays?
ATXN2 expr inh: 15%; TGFb inhibitor: 0%; Nrf2 ARE act: 2.5%; HepG2 viability: -4%; MCF10A rerep: -1%; ATXN viability: inactive; Nrf2 block: 0%; A549 tox: -6%; EPAC2 antag: 5%

Results for O=C(c1ccccc1-c1nc(-c2ccccc2)no1)N1CCCC1 ?
ATXN2 expr inh: 37%[activator]; TGFb inhibitor: inconclusive; Nrf2 ARE act: 19%; HepG2 viability: -2%; MCF10A rerep: -6%; ATXN viability: inactive; Nrf2 block: inconclusive; A549 tox: -7%; EPAC2 antag: -8%

What do the screens show for `CC[C@]12c3[nH]c4cc(CCC(=O)N(C)C)ccc4c3CCN1C(=O)[C@@H](CC(=O)NCCc1ccccn1)C[C@@H]2C(=O)N1CCN(C(=O)C2CC2)CC1`?
ATXN2 expr inh: 11%; TGFb inhibitor: 3%; Nrf2 ARE act: 1.0%; HepG2 viability: -1%; MCF10A rerep: 19%; ATXN viability: inactive; Nrf2 block: inconclusive; A549 tox: -2%; EPAC2 antag: -11%

How did CCn1cc(C(=O)N2CCCC(N3CCN(c4ccccc4C)CC3)C2)cn1 (stereo not drawn) do in these assays?
ATXN2 expr inh: 1%; TGFb inhibitor: 9%; Nrf2 ARE act: -0.3%; HepG2 viability: 0%; MCF10A rerep: 0%; ATXN viability: inactive; Nrf2 block: 22%; A549 tox: 12%; EPAC2 antag: -4%

What do the screens show for `Cc1ccc(C)c(NC(=O)Cn2c(=O)n(Cc3ccco3)c(=O)c3ccc(C(=O)NC4CCCC4)cc32)c1`?
ATXN2 expr inh: -6%; TGFb inhibitor: 12%; Nrf2 ARE act: -0.1%; HepG2 viability: -10%; ATXN viability: inactive; Nrf2 block: -20%; A549 tox: 1%

What do the screens show for `Cc1cc2oc(=O)cc(CN3CCCC3)c2cc1C`?
ATXN2 expr inh: 8%; TGFb inhibitor: -22%; Nrf2 ARE act: -0.9%; HepG2 viability: -16%; ATXN viability: inactive; EPAC2 antag: -6%

What do the screens show for `O=C1CC(c2ccccc2)CN1C(=O)c1cccnc1` (stereo not drawn)?
ATXN2 expr inh: 2%; TGFb inhibitor: 0%; Nrf2 ARE act: -0.4%; HepG2 viability: 0%; MCF10A rerep: -8%; ATXN viability: inactive; Nrf2 block: 2%; A549 tox: 0%; EPAC2 antag: 12%

Results for CCOc1ccc(NC(=O)CC2SC(N)=NC2=O)c([N+](=O)[O-])c1 (stereo not drawn) ?
ATXN2 expr inh: 2%; TGFb inhibitor: 26%; Nrf2 ARE act: 0.5%; HepG2 viability: 3%; MCF10A rerep: 1%; ATXN viability: inactive; Nrf2 block: 2%; A549 tox: -2%; EPAC2 antag: 1%

How did O=C(Nc1ccccc1)c1ccc(S(=O)(=O)N2CCCC2)cc1 do in these assays?
ATXN2 expr inh: 25%; TGFb inhibitor: 10%; Nrf2 ARE act: 0.0%; HepG2 viability: -13%; MCF10A rerep: -2%; ATXN viability: inactive; A549 tox: 3%; EPAC2 antag: -4%

What do the screens show for `COc1cc(S(=O)(=O)Nc2ccccn2)ccc1F`?
ATXN2 expr inh: 2%; TGFb inhibitor: -28%; Nrf2 ARE act: -0.2%; HepG2 viability: 5%; MCF10A rerep: 1%; ATXN viability: inactive; Nrf2 block: 1%; A549 tox: -2%; EPAC2 antag: 9%

How did C[C@H](NC(=O)c1[nH]cnc1C(=O)Nc1ccon1)c1ccccc1 do in these assays?
ATXN2 expr inh: -4%; TGFb inhibitor: -4%; Nrf2 ARE act: 3.0%; HepG2 viability: -21%; MCF10A rerep: 30%; ATXN viability: inactive; Nrf2 block: -8%; A549 tox: 14%; EPAC2 antag: -11%

What do the screens show for `CN=C(Nc1ccc(C)c(C)c1)SC1CC(=O)N(c2ccc(OC)cc2)C1=O` (stereo not drawn)?
TGFb inhibitor: -8%; Nrf2 ARE act: -0.1%; HepG2 viability: -26%; MCF10A rerep: 15%; ATXN viability: inactive; Nrf2 block: -4%; A549 tox: -6%; EPAC2 antag: -18%

How did Cc1ccc(S(=O)(=O)CCC(=O)OCC(=O)N2c3ccccc3NC(=O)C2(C)C)cc1 do in these assays?
ATXN2 expr inh: 11%; TGFb inhibitor: 0%; Nrf2 ARE act: -0.7%; HepG2 viability: 3%; MCF10A rerep: 1%; ATXN viability: inactive; Nrf2 block: 1%; A549 tox: -3%; EPAC2 antag: 14%

What do the screens show for `CCN(CC)c1c(-c2ccccc2)c2cc(C)ccc2[nH]c1=O`?
ATXN2 expr inh: 1%; TGFb inhibitor: -11%; Nrf2 ARE act: -0.4%; HepG2 viability: -2%; MCF10A rerep: inconclusive; ATXN viability: inactive; Nrf2 block: 2%; A549 tox: 5%; EPAC2 antag: 16%

Results for CC1(C(=O)O)CCN1C(=O)c1cccc(C(F)(F)F)c1 (stereo not drawn) ?
ATXN2 expr inh: 17%; TGFb inhibitor: -23%; Nrf2 ARE act: 0.1%[9.22 µM]; HepG2 viability: 2%; ATXN viability: inactive; EPAC2 antag: -2%

Results for Cc1nnc(NC(=O)c2cc(S(=O)(=O)N(C)C)ccc2N2CCCC2)s1 ?
TGFb inhibitor: -19%; Nrf2 ARE act: 0.1%; HepG2 viability: -34%; MCF10A rerep: -9%; ATXN viability: inactive; Nrf2 block: 0%; A549 tox: 13%; EPAC2 antag: 0%

How did COc1cccc(CNC(=O)C2CCN(S(=O)(=O)N3CC(C)CC(C)C3)CC2)c1 (stereo not drawn) do in these assays?
ATXN2 expr inh: 5%; TGFb inhibitor: inconclusive; Nrf2 ARE act: 0.0%; HepG2 viability: -6%; MCF10A rerep: -1%; ATXN viability: inactive; Nrf2 block: 0%; A549 tox: 1%; EPAC2 antag: 13%

What do the screens show for `O=C1CC(c2ccccc2)Oc2ccccc21` (stereo not drawn)?
ATXN2 expr inh: 27%; TGFb inhibitor: 6%; Nrf2 ARE act: inconclusive; HepG2 viability: -3%; MCF10A rerep: -25%; ATXN viability: inactive; Nrf2 block: 9%; A549 tox: -2%; EPAC2 antag: inconclusive

How did C=CCn1c(Cc2cccs2)nnc1SCC(=O)c1ccc2ccccc2c1 do in these assays?
ATXN2 expr inh: -3%; TGFb inhibitor: -15%; Nrf2 ARE act: -0.7%; HepG2 viability: -32%; MCF10A rerep: 12µM*; ATXN viability: inactive; Nrf2 block: inconclusive; A549 tox: -4%; EPAC2 antag: 0%

What do the screens show for `COc1cc(C(=S)N2CCOCC2)cc(OC)c1OS(=O)(=O)c1ccc(C)cc1`?
ATXN2 expr inh: -18%; TGFb inhibitor: -4%; Nrf2 ARE act: -0.1%; HepG2 viability: -1%; MCF10A rerep: inconclusive; ATXN viability: inactive; Nrf2 block: 4%; A549 tox: 1%; EPAC2 antag: 0%

Three entries out of the list, arranged by formula weight, ascending:
What do the screens show for `CCN(CC)c1c(-c2ccccc2)c2cc(C)ccc2[nH]c1=O`?
ATXN2 expr inh: 1%; TGFb inhibitor: -11%; Nrf2 ARE act: -0.4%; HepG2 viability: -2%; MCF10A rerep: inconclusive; ATXN viability: inactive; Nrf2 block: 2%; A549 tox: 5%; EPAC2 antag: 16%

How did C=CCn1c(Cc2cccs2)nnc1SCC(=O)c1ccc2ccccc2c1 do in these assays?
ATXN2 expr inh: -3%; TGFb inhibitor: -15%; Nrf2 ARE act: -0.7%; HepG2 viability: -32%; MCF10A rerep: 12µM*; ATXN viability: inactive; Nrf2 block: inconclusive; A549 tox: -4%; EPAC2 antag: 0%

How did COc1cccc(CNC(=O)C2CCN(S(=O)(=O)N3CC(C)CC(C)C3)CC2)c1 (stereo not drawn) do in these assays?
ATXN2 expr inh: 5%; TGFb inhibitor: inconclusive; Nrf2 ARE act: 0.0%; HepG2 viability: -6%; MCF10A rerep: -1%; ATXN viability: inactive; Nrf2 block: 0%; A549 tox: 1%; EPAC2 antag: 13%

This is a subset; the hit share may differ from the screen's.
